Bioassay records as filed in PubChem.
p53ts 32C tox = qHTS Screen for Compounds that Selectively Target Cancer Cells with p53 Mutations: Cytotoxicity of p53ts Cells at the Permissive Temperature; Potency, µM (titrated, usually from 46.1 µM), for the others: at the highest dose activity change, negative = cytotoxicity, usual class: cytotoxic; H1299-p53A138V at 32C, ATP luminescence viability, 24 h; 130,000 compounds, 0.93% hits;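 note: 0% = DMSO and -100% = full killing by reference compound; nearly all actives have a fitted effect of over 55% in size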
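Viability by ATPlite luminescence after 24 h compound treatment (up to 46 uM) at the permissive 32C. Cells are H1299 carrying p53 A138V. Scale runs from DMSO basal to 100 uM tamoxifen as full kill; AC50 from Hill fits.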
IkB signaling = IkB Signaling; AID 445, 2006; Potency, µM (top dose mostly 57.1 µM), for inactives: at the top dose IkBa stabilization activation; ABC-DLBCL IkBa-CBG/CBR dual luciferase ratio, 4 h; response scale: scaled: untreated 0%, proteasome inhibitor 100%; 110,000 compounds, 0.04% hits; active = well fitted curve in the direction sought with a large enough effect in the signal ratio, not every such curve was filed as active; inconclusive = small, poorly fitted or top-dose-only effect, or a change in a side signal; the % refers to the signal ratio;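 note: the direction sought is a rising ratio; 0% = basal untreated cells and 100% = reference inhibitor full response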
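Luminescence ratio of IκBα-fused green versus native red beetle luciferase in OCI-Ly3 cells, 4 h post-doxycycline with compound; red signal alone, scaled from basal (0%) to zero light (-100%), flagged nonspecific or cytotoxic effects.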
p53ts 39C kill = qHTS Screen for Compounds that Selectively Target Cancer Cells with p53 Mutations: Cytotoxicity of p53ts Cells at the Nonpermissive Temperature | Potency, µM (series often up to 46.1 µM), for inactives: top-dose activity change, negative = cell killing, most hits filed as cytotoxic | 130,000 compounds, 1.5% hits | AID 902, 2007 | H1299-p53A138V viability at 39C, ATP luminescence, 24 h; note: nearly all actives have a fitted effect of over 55% in size
Imprint erasure = qHTS Assay for Compounds that Induce Erasure of Genomic Imprints; mouse ES Peg3-LacZ reporter, beta-gal luminescence, 40 h; Potency, µM (highest dose often 60.7 µM), inactives show top-dose activity change, positive = activation, usual class: activators; 110,000 compounds, 0.02% hits;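 note: 0% = negative control wells on the plate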
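Imprint erasure is scored as LacZ activity from the silenced maternal Peg3 allele in feeder-free female ES cells cultured 40 h with LIF. Luminescence is normalized to in-plate negative controls and fitted to the Hill equation.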
* marks the source's active call; other numbers are inactive results; ? = inconclusive; nt = not tested or not shown; [ ] = remark or other dose. Unless noted, calls come from the whole dose curve; as a rule, active = well fitted curve in the direction sought with a large enough effect; inconclusive = small, poorly fitted or top-dose-only effect, or another doubt; inactive = no such curve, though single readings can be large; an effect the other way counts as inactive or inconclusive. Unless noted, % is set by controls: 0 for no effect and ±100 for the full control effect; potency is the fitted concentration of half-maximal effect.

SMILES	p53ts 32C tox	IkB signaling	p53ts 39C kill	Imprint erasure
Cc1cccc(N2CC3=C(C2=O)C(c2ccccc2)NC(=O)N3C)c1 (centres undefined)	2%	-0.7%	-10%	-1%
CCN(Cc1ccccc1)C(c1ccncc1)c1nnnn1C(C)(C)C (centres undefined)	-3%	0.1%	-1%	-12%
COc1cc(OC)c(N(C)C(=O)c2c(C)oc3ncn(CC(C)C)c(=O)c23)cc1Cl	4%	-2.7%	20%	1%[10.9 µM]
CCCOc1cccc(C2c3c(oc4cc(C)c(C)cc4c3=O)C(=O)N2CCCN2CCOCC2)c1 (centres undefined)	13%	-3.3%	14%	-11%[10.9 µM]
CCOC(=O)CSc1nnc2n(-c3ccccc3)c(=O)c3c4c(sc3n12)CC(C(C)(C)C)CC4 (centres undefined)	?	?	?	-10%[10.9 µM]
CCC(Oc1ccccc1)C(=O)Nc1cc(C)on1 (centres undefined)	-4%	-2.6%	-4%	10%
CC1CCCN(S(=O)(=O)c2cc3c(cc2Cl)NC(=O)CO3)C1 (centres undefined)	8%	?	-6%	14%[10.9 µM]
Cc1cc(NC(=O)c2ccc(Cl)cc2)n(CCOC(=O)c2ccc(Cl)cc2)n1	5%	nt	-18%	nt
Cc1ccc2occ(CC(=O)N3CCN(c4cccc(Cl)c4)CC3)c2c1	6%	?	-21%	-7%[10.9 µM]
Cn1c2c(c(=O)[nH]c1=O)C(NC(=O)c1ccco1)(C(F)(F)F)C(=O)N2 (centres undefined)	2%	-1.4%	0%	-3%
CC(C)(C)OC(=O)N1CCC(c2c(C(=O)Nc3ccc4c(c3)OCO4)cnn2-c2ccccc2)CC1	12%	?	-14%	6%[10.9 µM]
O=C(CSc1nnnn1C1CCCCC1)NCCc1ccccc1	4%	-0.5%	-4%	10%
CCO/C=C1\C(=O)N(CC)c2ccccc21	?	nt	5%	nt
Cc1ccc(C)c(N2CCN(Cc3nnc(-c4ccc5c(c4)OCO5)o3)CC2)c1	8%	?	-11%	-8%[10.9 µM]
CC(=O)n1nc(-c2ccco2)nc1SCc1ccccc1	13µM*	7.1%	?	1%
CCN(CC)S(=O)(=O)c1cccc(-c2nnc(SCC(=O)NCCC3=CCCCC3)n2N)c1	0%	?	-20%	-4%
O=C(CN1C(=O)COc2ccccc21)Nc1ccc(F)cc1	-25%	?	-12%	-20%
CCOC(=O)c1cc2c(=O)n(C)c3ccccc3c2s1	2%	-2.5%	-4%	12%
CCOc1ccc(C(=O)NCCc2sc(-c3ccc(OC)c(OC)c3)nc2C)cc1	2%	-2.4%	?	8%[10.9 µM]
COc1ccc(-c2nnc3ccc(SCC(=O)N4CCCC4)nn23)cc1	6%	-2.0%	3%	-2%
O=C1C2CC=CCC2C(=O)N1Cc1ccccc1 (centres undefined)	8%	nt	10%	nt
CCc1nc2ccc(C(=O)NCc3ccco3)cc2nc1CC	-2%	0.5%	1%	-4%
O=C(O)C1C2C=CC(O2)C1C(=O)NCc1ccc(Cl)cc1 (centres undefined)	3%	4.9%	0%	-6%
COCCCn1c(=O)c2sccc2n2c(CCCC(=O)NC3CCC(C)CC3)nnc12 (centres undefined)	0%	0.4%	-2%	-20%[10.9 µM]
CCS(=O)(=O)c1ccccc1C(=O)Nc1ccc(-c2nc3ccccc3s2)cc1	5%	-2.3%	-4%	20%[10.9 µM]
CN(C(=O)CSc1nc2ccc(NC(=O)c3cccs3)cc2s1)c1ccccc1	-10%	?	1%	-15%[10.9 µM]
COc1ccc(/C=N\n2nnc3ccccc32)cc1	13µM*	?	10µM*	-94%[inhibitor]
Cc1cccc(CS(=O)(=O)Cc2ccc(C(=O)NCc3ccco3)o2)c1	-9%	0.7%	8%	-5%
CCOC(=O)c1c(NC(=O)/C=C/c2ccc(OCC)cc2)sc(C)c1C	5%	2.0%	3%	-4%[10.9 µM]
Cc1cc2c(nc1C)CCCN2CC(O)CN1CCCc2nc(C)c(C)cc21	-1%[9.22 µM]	nt	1%[9.22 µM]	nt

Compound profiles (already shown). Order of values: p53ts 32C tox, IkB signaling, p53ts 39C kill, Imprint erasure
Record of `CCOC(=O)c1c(NC(=O)/C=C/c2ccc(OCC)cc2)sc(C)c1C` → 5%, 2.0%, 3%, -4%[10.9 µM]
Record of `COc1ccc(/C=N\n2nnc3ccccc32)cc1` → 13µM*, ?, 10µM*, -94%[inhibitor]

At a glance, part of the list above.
SMILES	p53ts 32C tox	IkB signaling	p53ts 39C kill	Imprint erasure
O=C(CN1C(=O)COc2ccccc21)Nc1ccc(F)cc1	-25%	?	-12%	-20%
CCOC(=O)c1cc2c(=O)n(C)c3ccccc3c2s1	2%	-2.5%	-4%	12%
CCOc1ccc(C(=O)NCCc2sc(-c3ccc(OC)c(OC)c3)nc2C)cc1	2%	-2.4%	?	8%[10.9 µM]
COc1ccc(-c2nnc3ccc(SCC(=O)N4CCCC4)nn23)cc1	6%	-2.0%	3%	-2%
O=C1C2CC=CCC2C(=O)N1Cc1ccccc1 (centres undefined)	8%	nt	10%	nt
CCc1nc2ccc(C(=O)NCc3ccco3)cc2nc1CC	-2%	0.5%	1%	-4%
O=C(O)C1C2C=CC(O2)C1C(=O)NCc1ccc(Cl)cc1 (centres undefined)	3%	4.9%	0%	-6%
COCCCn1c(=O)c2sccc2n2c(CCCC(=O)NC3CCC(C)CC3)nnc12 (centres undefined)	0%	0.4%	-2%	-20%[10.9 µM]
CCS(=O)(=O)c1ccccc1C(=O)Nc1ccc(-c2nc3ccccc3s2)cc1	5%	-2.3%	-4%	20%[10.9 µM]
CN(C(=O)CSc1nc2ccc(NC(=O)c3cccs3)cc2s1)c1ccccc1	-10%	?	1%	-15%[10.9 µM]
COc1ccc(/C=N\n2nnc3ccccc32)cc1	13µM*	?	10µM*	-94%[inhibitor]
Cc1cccc(CS(=O)(=O)Cc2ccc(C(=O)NCc3ccco3)o2)c1	-9%	0.7%	8%	-5%

Continuation.
SMILES	p53ts 32C tox	IkB signaling	p53ts 39C kill	Imprint erasure
Cc1oc(-c2ccc(Cl)cc2)nc1CSc1nnc(C)n2c1cc1sccc12	9%	-1.1%	-8%	?
O=C(O)CSc1nnc(-c2ccncc2)n1CCc1ccccc1	9%	-0.8%	-1%	-2%
CN1C(=O)c2ccccc2Sc2ccc(NC(=O)c3ccc(C#N)cc3)cc21	12%	?	?	17%[10.9 µM]
Cc1ccc(-c2noc(CCC(=O)N3CCN(c4cccc(C(F)(F)F)c4)CC3)n2)cc1	17%	?	-4%	-23%
Cc1[nH]c(=O)[nH]c(=O)c1NC(=O)CSc1ncccc1-c1nc2ccccc2[nH]1	-1%	?	-3%	-1%
Cc1ccc(Cl)cc1N1CCN(C(=O)C2CCN(c3nnc(-n4cccc4)s3)CC2)CC1	-8%	6.4%	7%	-17%
Cc1cc(C)n(-c2nc3c(c(=O)n(C)c(=O)n3C)n2Cc2cccc(Br)c2)n1	-2%	1.7%	7%	-5%
COc1ccc(NC(=O)c2c(NCc3ccc(N(C)C)cc3)sc3c2CCC3)cc1	-1%	?	-1%	-17%[10.9 µM]
CCOC(=O)c1cccc(NC(=O)C2COc3ccc(OC)cc3C2)c1 (centres undefined)	1%	?	?	2%[10.9 µM]
Cc1nn(-c2ccccc2)c(Cl)c1/C=C/C(=O)c1ccc(O)cc1	?	nt	35%[activator]	nt
O=C(CSc1nc2c([nH]c3ccccc32)c(=O)n1-c1ccc(F)cc1)N1CCCCC1	6%	-0.2%	2%	9%[10.9 µM]
CCS(=O)(=O)N1CCc2cc(OC)c(OC)cc2C1	2%	-2.3%	4%	-1%
O=C(NC1CCCC1)C(c1cccnc1)N(C(=O)c1csnn1)C1CC1 (centres undefined)	-6%	0.8%	-1%	-1%
Cc1ccc(CNC(=O)CN2C(=O)C3CCCCN3c3ccc(C(=O)N4CCCC4)cc32)cc1 (centres undefined)	6%	-0.1%	?	-11%[10.9 µM]
CCNC(=O)C1CCN(Cc2cc3ccccc3n2Cc2ccc(C)cc2)CC1	10%	?	-17%	-13%[10.9 µM]
Cc1nn(-c2ccccn2)c(C)c1Oc1ccccc1O	6%	0.6%	3%	-7%
c1ccc(CNc2ncnc3ccccc23)cc1	13%	?	-6%	2%
CC(C)C1N=C2c3ccccc3N=C(SCC(=O)NCc3ccc(Cl)cc3)N2C1=O (centres undefined)	2%	-0.4%	-15%	-11%[10.9 µM]
CCN(CC)c1ccc(NC(=O)CN2C(=O)CSc3ncccc32)c(C)c1	-14%	4.2%	-4%	-20%
CCOc1ccc(CNC(=O)c2ccc3c(c2)c(C)c(C)n3Cc2ccc(Cl)cc2)cc1	12%	-1.3%	16%	16%[10.9 µM]
Cc1ccc(NC(=O)CS(=O)CC(=O)NCC2OCCc3ccccc32)c(C)c1 (centres undefined)	-24%	-0.1%	-18%	-10%
COc1ncc2nc(-c3ccc(Cl)cc3)c(=O)n(Cc3cccs3)c2n1	-3%	-1.8%[11.4 µM]	-16%	-6%
O=C(Nc1ccc(C(=O)Oc2ccccc2)c(O)c1)c1ccco1	-6%	11%	1%	-69%[inhibitor]
N#CC(c1ccc(O)cc1)N1CCOCC1 (centres undefined)	10%	nt	21%	nt
O=C1c2ccccc2-c2cc([N+](=O)[O-])c([N+](=O)[O-])cc21	-21%[9.22 µM]	4µM*	36%[activator][9.22 µM]	-40%[inhibitor][10.9 µM]
CCN(CC)CCN1C(=O)C(=O)/C(=C(/O)c2cccc(OC)c2)C1c1ccccn1 (centres undefined)	-2%	1.6%	2%	-16%
O=C(Oc1ccccc1)c1ccc2nsnc2c1	-8%	nt	12%	nt
COc1cc(NC(=O)CC2C(=O)N(c3cccc(C)c3)C(=O)N2Cc2cccs2)cc(OC)c1 (centres undefined)	2%	?	-15%	-2%[10.9 µM]
CC(C)OC(=O)c1cc(=O)[nH]c2ccccc12	1%	-2.7%	4%	nt
Cc1ccc(-n2ncc3c(NCCCn4ccnc4)ncnc32)cc1	?	?	?	-16%[10.9 µM]
COc1cccc(CC(=O)Nn2c(C)nc3ccccc3c2=O)c1	-1%	0.3%	-1%	-5%
CCc1nnc(NC(=O)c2cc3c(s2)CCCCC3)s1	-8%	-1.7%	-15%	-10%
Cc1cc(C)cc(N(CC(=O)NCC2CCCO2)C(=O)CN2C(=O)COc3ccccc32)c1 (centres undefined)	2%	-0.3%	-6%	1%
Cc1onc(-c2ccccc2Cl)c1C(=O)Nc1cccnc1	0%	0.2%	-8%	-4%
Cc1ccc(NC(=O)N2CCC(C(=O)NCCC3=CCCCC3)CC2)cc1	3%	-1.9%	-3%	-4%
CCCOc1ccc(C2c3c(oc4ccccc4c3=O)C(=O)N2c2nnc(C(C)C)s2)cc1 (centres undefined)	3%	0.2%	-3%	-9%[10.9 µM]
O=C(CSc1nnnn1-c1ccccc1)CSc1nnnn1-c1ccccc1	7%	nt	10%	nt
COc1ccccc1CNc1nc(-c2cccc(NS(C)(=O)=O)c2)nc2ccccc12	?	-2.4%[11.4 µM]	-16%	-5%
CCOc1ccccc1NC(=O)N1CC(C)Oc2ccc(Cl)cc21 (centres undefined)	-8%	-1.2%	?	10%[10.9 µM]
Cc1cccc(C)c1OCC(=O)NCC1(N(C)C)CCCCC1	-7%	-0.7%	-7%	-11%[10.9 µM]
CCCCN1C(=O)C(O)(CC(=O)c2ccccc2OC)c2ccccc21 (centres undefined)	10%	2.2%	-5%	-4%
Cc1ccccc1NC(=O)CN1C(=O)COc2ccc(Cl)cc21	11%	2.0%	-21%	-19%
C=CCN1C=CC(=C/C=C(/C#N)C(=O)OCC)C=C1	10µM*	nt	?	nt
O=C(NCc1cccs1)c1cccnc1C(=O)O	8%	-1.3%	10%	-4%
Cc1cc(C)cc(N(CC(=O)NC2CCCCC2)C(=O)CCC(=O)Nc2cc(C)ccn2)c1	0%	2.6%	12%	3%
COc1ccc(-c2csc(NC(=O)c3ccco3)n2)cc1	?	nt	-8%	nt
O=C(Nc1c(C(=O)N2CCOCC2)cnn1-c1ccccc1)c1ccco1	4%	-0.7%	-5%	2%
O=C(CCNC(=O)Cn1ccc2ccccc2c1=O)NCCN1CCN(c2ccccc2F)CC1	13%	1.8%	16%	-7%
CN1C(=O)C2(c3ccccc31)N(c1ccc(F)c(Cl)c1)C(=O)CS2(=O)=O (centres undefined)	0%	-1.1%	-18%	-7%[10.9 µM]
Cc1ccc(C(=O)NCc2ccc(Cl)cc2)o1	-3%	1.8%	-17%	-8%
